Bioassay records from PubChem.
PDI inh – inhibitors of human PDI, primary screen, biochemical, turbidity, single point, plate reader. Protein disulfide-isomerase (Homo sapiens), P07237. PDI insulin aggregation turbidity, A650, 90 min. inhibition, % at 10 µM. 0.052% of 350,000 active. AID 588391, 2011;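 active = mean inhibition across replicates of 30% or more, whatever share of single replicates reach that level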;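 note: absorbance from insulin aggregation driven by PDI reduction with DTT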
Target sequence (P07237 whole entry, looked up): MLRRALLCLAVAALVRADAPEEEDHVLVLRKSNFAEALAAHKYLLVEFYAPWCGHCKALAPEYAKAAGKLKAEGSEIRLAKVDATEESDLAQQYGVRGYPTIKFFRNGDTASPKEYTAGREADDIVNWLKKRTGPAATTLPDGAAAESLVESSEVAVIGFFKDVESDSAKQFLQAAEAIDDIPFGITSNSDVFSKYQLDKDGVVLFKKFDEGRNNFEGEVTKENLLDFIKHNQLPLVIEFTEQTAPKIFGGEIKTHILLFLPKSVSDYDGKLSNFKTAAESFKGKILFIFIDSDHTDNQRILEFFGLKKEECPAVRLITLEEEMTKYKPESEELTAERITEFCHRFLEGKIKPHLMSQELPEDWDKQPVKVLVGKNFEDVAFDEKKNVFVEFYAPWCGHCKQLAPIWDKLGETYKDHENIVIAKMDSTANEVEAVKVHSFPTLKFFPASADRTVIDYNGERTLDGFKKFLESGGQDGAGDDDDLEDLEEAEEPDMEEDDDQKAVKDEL
Shn3 inh set2 – reduction of Shn3 3'UTR firefly luciferase signal, primary screen, Schnurri-3 inhibitor project, cell-based, Clone20 osteoblasts, set 2. 0.52% of 360,000 active. AID 588674, 2011. inhibition, % at 12.5 µM. Clone20 osteoblast Shn3 3'UTR firefly luciferase, 24 h;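 active = mean inhibition of at least 75% with every replicate also reaching 75%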;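 note: 0% = median of neutral control wells and 100% = pilot-screen positive control compound; some compounds past the cut are filed as inactive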
Peg3 prom inh – Peg3 promoter-driven luciferase inhibitors, primary screen, cell-based, HeLa, luciferase luminescence; AID 588405, 2011; 1.7% of 360,000 active; inhibition, % at 20 µM; HeLa PEG-Prom luciferase reporter, overnight;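 active = inhibition of at least 50% at 20 µM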
CaV13 ICDI inh – Primary screen for inhibitors of IQ motif and Ca2+-dependent inactivation inhibitor domain binding in CACNA1D, Förster resonance energy transfer in living cells, …. HEK cells, CFP/YFP FRET ICDI-IQ, plate reader, 10 min; percent FRET-ratio fall versus neutral wells. inhibition, % at 12.3 µM. 0.098% of 340,000 active. AID 743397;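 active = mean replicate inhibition of at least 30% and at least 1% of replicates passing that level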;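 note: 0% = median of the neutral control wells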
Cardio protect – cardioprotection against H2O2-induced cell death, primary screen, uHTS, H9c2 cells, ATPLite luminescence. H9c2 cardiomyocytes, H2O2 injury protection, 2 h. protection from H2O2 cell death, % at 20 µM. 0.63% of 360,000 active. AID 588492, 2011;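 active = compounds giving at least 50% protection of heart cells from peroxide-induced death in the single-dose screen, raw or plate-pattern-corrected value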;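 note: 0% = DMSO wells with peroxide and 100% = DMSO wells without peroxide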
HTR2A ag – mouse Htr2a agonists via beta-arrestin recruitment, primary screen, cell-based, luminescence | CHO-K1 mHTR2A beta-arrestin complementation; percent of 30 µM serotonin response | 0.66% of 360,000 active | activation, % at 7.6 µM | 5-hydroxytryptamine receptor 2A (Mus musculus), P35363;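 active = activation above a run cutoff, the mean activation of all tested compounds plus 3 SD, cut at about 14% in these data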;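 note: 0% = plate median of compound wells and 100% = 30 µM serotonin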
NR2E3 ag-1 – NR2E3 agonists in two-hybrid cells, primary screen, cell-based, luminescence, CHO-S, Gal4-NCOR/VP16-NR2E3. luciferase. inhibition of corepressor binding, % at 3.98 µM. 0.35% of 360,000 active. AID 602229, 2012;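 active = inhibition above the mean of all tested compounds plus 3 SD, cut at about 70% in these data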;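 note: 0% = DMSO with NR2E3 transfected cells and 100% = cells lacking NR2E3 construct; higher means lower luciferase signal from less NR2E3 corepressor binding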
Target sequence (Q9Y5X4 whole entry, looked up, the tested form may be a part): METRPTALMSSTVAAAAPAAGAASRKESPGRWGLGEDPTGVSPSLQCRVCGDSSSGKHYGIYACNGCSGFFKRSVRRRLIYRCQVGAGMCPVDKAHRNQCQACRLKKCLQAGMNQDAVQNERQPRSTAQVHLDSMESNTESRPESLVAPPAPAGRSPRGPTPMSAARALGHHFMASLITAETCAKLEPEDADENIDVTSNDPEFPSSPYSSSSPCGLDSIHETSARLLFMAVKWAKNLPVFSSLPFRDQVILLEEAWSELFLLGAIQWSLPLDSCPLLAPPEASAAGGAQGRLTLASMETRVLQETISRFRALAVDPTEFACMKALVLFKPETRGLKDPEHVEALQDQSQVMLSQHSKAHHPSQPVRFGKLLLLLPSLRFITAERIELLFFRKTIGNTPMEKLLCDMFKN
hiPSC survival – enhancers of single-cell hiPSC survival, primary screen, ATPlite luminescence. 100% = ROCK inhibitor wells, 0% = DMSO. 0.044% of 360,000 active. survival enhancement, % at 20 µM; in the data active = survival enhancement above about 18%;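 note: cells exposed to compounds for 16 hours before the ATP read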
NR2E3 ag-2 – inhibitors of NR2E3-RetCOR corepressor binding, primary screen, NR2E3 agonist project, biochemical, TR-FRET, GST-NR2E3, biotin-RetCOR. Photoreceptor-specific nuclear receptor (Homo sapiens), Q9Y5X4. 1536-well. inhibition of corepressor binding, % at 4.78 µM. 0.12% of 320,000 active. AID 2300, 2010;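 active = percent inhibition above the cutoff of mean plus 3 SD of all tested compounds, set per screening campaign, cut at about 20% in these data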;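 note: 0% = DMSO wells and 100% = biotin wells as full block of FRET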
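Assay system: NR2E3–RetCOR corepressor complex. Quantity: 1.35 nM GST-NR2E3. Buffer or medium: pH 7.5 Tris-based buffer. Reagent: biotinylated RetCOR corepressor at 7 nM final. Schedule: 5 h at 4 °C. Detection: TR-FRET, emission read at 617 and 671 nm. Replicates: one well per compound, singlicate testing.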
TRPM1 prom inh – inhibitors of MITF-dependent TRPM1 promoter reporter, primary screen, cell-based, SK-MEL-5, single point, luciferase; SK-MEL-5 TRPM1 promoter luciferase, 24 h; inhibition, % at 12.5 µM; 0.83% of 330,000 active;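 active = mean inhibition across replicates of 60% or more, whatever share of single replicates reaches that level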; note: values of inactives mirror those of a sister screen read the other way
HIF-2a block – HIF-2a reporter inhibitors, primary screen, luminescence, 786-0 RCC cells | 786-0 RCC cells HIF-2a reporter, luciferase luminescence, overnight | inhibition, % at 18.8 µM | 0.72% of 360,000 active | AID 624352, 2012;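 active = inhibition of the luminescence signal of 40% or more relative to plate controls, in a single-dose primary screen at 18.75 µM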
* marks the source's active call; other numbers are inactive results; · = no result given.

mol	PDI inh	Shn3 inh set2	Peg3 prom inh	CaV13 ICDI inh	Cardio protect	HTR2A ag	NR2E3 ag-1	hiPSC survival	NR2E3 ag-2	TRPM1 prom inh	HIF-2a block
Cc1ccc(C2=N/C(=C/N3CCOCC3)C(=O)O2)cc1	-5.5	-61.8	-214.7	-4.7	-1.2	4.0	-62.0	1.9	0.4	-82.9	-205.7
COc1cc(C(=O)OCC(=O)c2cc(C)n(C)c2C)cc(NC(=O)c2ccco2)c1OC	-11.5	15.2	6.2	-5.4	2.0	1.4	4.6	-2.7	1.0	0.0	-3.0
CNc1cc(CS(=O)c2ccccc2)nc(-c2ccccc2)n1 (stereo not drawn)	28.9	-8.7	10.0	-4.7	3.7	-1.2	-12.4	-0.2	-0.5	5.6	3.0
O=C(O)c1cccc(S(=O)(=O)NNc2ccccc2C(F)(F)F)c1	6.5	-3.0	18.7	-2.0	3.1	2.8	-10.4	-0.7	2.8	-2.9	13.2
CCOc1ccc(-c2nc(C#N)c(N3CCN(Cc4ccccc4)CC3)o2)cc1	-6.7	69.2	-7.2	-5.9	-26.0	-1.6	-3.4	-0.8	-2.6	·	-23.2
Cc1cc(C)cc(NC(=O)CCc2ccc(C)o2)c1	-2.7	-7.9	-11.6	-6.7	0.8	2.3	8.1	-0.1	6.2	-6.3	-5.4
O=C(Nc1ccc2c(c1)OCCO2)C1CCN(C(=O)c2ccc(Br)cc2)CC1	4.9	-1.3	-20.7	·	-0.4	-0.3	-8.9	-0.4	3.4	-0.7	-20.2
Cc1cccc(C(=O)Nc2ccccc2C(=O)OCC(=O)Nc2ccc(C#N)cc2)c1	1.6	9.4	-65.9	-4.7	-2.3	2.8	-80.5	-3.4	5.1	-15.2	-130.8
O=C(COc1ccccc1)Nc1nc2cc3c(cc2s1)OCCO3	-6.2	-23.6	-248.0	·	-4.1	-3.2	-85.3	-0.4	-12.3	-38.0	-228.6
CCOc1ccc(NS(=O)(=O)c2ccc(C(=O)NCC(c3ccco3)N3CCCC3)cc2)cc1 (stereo not drawn)	-2.4	8.7	4.2	-5.3	-5.3	-6.4	18.6	0.0	2.8	-7.6	-8.6
Cc1cc(C)c(C)c(OCC(=O)O/N=C(\N)c2ccccn2)c1	-0.7	-16.2	-87.3	-5.4	0.0	-4.4	-34.8	-0.2	3.7	-15.7	-102.8
CCOC(=O)c1c[nH]c2c(C)cc(C)cc2c1=O	0.9	10.3	-11.5	-3.3	-5.8	-3.1	10.2	0.6	2.0	-2.3	-1.4

An excerpt from above in order of formula weight, smallest number first.
mol	PDI inh	Shn3 inh set2	Peg3 prom inh	CaV13 ICDI inh	Cardio protect	HTR2A ag	NR2E3 ag-1	hiPSC survival	NR2E3 ag-2	TRPM1 prom inh	HIF-2a block
Cc1cc(C)c(C)c(OCC(=O)O/N=C(\N)c2ccccn2)c1	-0.7	-16.2	-87.3	-5.4	0.0	-4.4	-34.8	-0.2	3.7	-15.7	-102.8
O=C(O)c1cccc(S(=O)(=O)NNc2ccccc2C(F)(F)F)c1	6.5	-3.0	18.7	-2.0	3.1	2.8	-10.4	-0.7	2.8	-2.9	13.2
COc1cc(C(=O)OCC(=O)c2cc(C)n(C)c2C)cc(NC(=O)c2ccco2)c1OC	-11.5	15.2	6.2	-5.4	2.0	1.4	4.6	-2.7	1.0	0.0	-3.0

(continued)
mol	PDI inh	Shn3 inh set2	Peg3 prom inh	CaV13 ICDI inh	Cardio protect	HTR2A ag	NR2E3 ag-1	hiPSC survival	NR2E3 ag-2	TRPM1 prom inh	HIF-2a block
O=C(COC(=O)c1ccccc1O)NCc1ccc2c(c1)OCO2	-0.5	-9.0	-8.0	-1.4	-1.0	4.2	-16.6	-0.6	·	·	7.5
COc1cc(C(=O)OCC(=O)NC2CCCC2)cc(OC)c1OC	2.3	-7.0	-215.0	-2.8	-1.8	-3.1	-8.8	0.5	-2.3	-3.3	5.3
CC(=O)Oc1c(S(=O)(=O)c2ccc(C)cc2)c(C)nn1-c1ccccc1	2.4	-25.6	1.6	-2.1	-0.2	4.0	19.1	-1.8	1.6	-3.9	-2.8
COc1ccc(CCNC(=O)CSc2nc(=O)[nH]c3c2CCC3)cc1OC	-6.2	-0.9	20.1	-0.9	4.9	-0.1	-15.7	-0.1	4.7	5.1	0.7
Cc1ccc(S(=O)(=O)NN=C2CCc3ccccc32)cc1	5.1	-19.6	-0.9	-9.1	-4.6	-3.0	-17.1	-1.6	·	·	-13.9
Cc1nn(C)c(NC(=O)c2ccc(Cl)cc2Cl)c1Br	5.2	7.3	2.9	-3.9	7.6	-0.1	-17.3	0.2	3.0	9.9	-2.6
O=C(CCCN1C(=O)CCC1=O)Nc1ccc2c(c1)OCCO2	-6.9	0.2	-44.3	-2.3	-3.2	1.3	-43.2	-1.7	0.3	-9.5	-54.4
O=S(=O)(Nc1ccccc1)c1ccc(NS(=O)(=O)c2c(F)cccc2F)cc1	0.8	3.7	-13.9	-6.8	-3.7	-3.4	-12.2	-0.7	-0.9	-7.3	13.7
O=C(c1cnc2sccn2c1=O)N(Cc1ccccc1)c1ccccn1	·	-17.9	7.0	-4.3	6.1	0.8	1.7	0.0	3.9	11.0	12.7
CC(C)(C)NC(=O)C(c1cccs1)N(Cc1ccco1)C(=O)c1csnn1 (stereo not drawn)	-3.8	-4.7	0.2	-5.3	-1.4	-10.7	28.9	0.1	2.0	7.8	15.6
CN1CCN(CCCCOc2ccccc2-c2ccccc2)CC1	-12.9	-19.3	8.0	0.2	3.1	-6.8	-20.4	-0.2	1.0	-19.6	3.5
Cn1/c(=N/N=C/c2ccccn2)sc2ccccc21	-3.2	-119.3	-277.9	-3.8	-7.8	2.4	-129.2	-0.7	·	-18.8	-231.0
O=C(Nc1cc(=O)[nH]c2nc(-c3ccccc3)nn12)c1ccccc1Cl	-7.0	-5.6	4.9	3.2	18.4	6.4	-0.6	-0.3	2.5	12.8	13.0
O=C(COc1ccccc1C(=O)Nc1ccccc1)c1ccc(Br)cc1	0.2	-32.9	-12.8	-2.5	6.8	-4.7	0.7	-0.4	-2.7	-4.0	-11.8
C(/C=C/c1ccccc1)=N/N1CCN(c2ccccc2)CC1	-7.3	-66.4	-117.7	-3.9	-3.2	-2.2	-48.4	-0.9	0.7	-92.1	-138.7
CC(Oc1ccccc1)C(=O)N1CCN(S(=O)(=O)c2ccc(OC(F)(F)F)cc2)CC1 (stereo not drawn)	-0.5	20.0	12.7	-10.0	-13.8	-15.3	-11.7	-1.8	·	·	9.5
CC(=O)Nc1cc(-c2ccccc2)cn2c(-c3ccc(F)c(Cl)c3)cnc12	0.7	-2.5	3.9	-8.9	2.1	-2.7	2.8	-0.3	·	·	-9.7
O=C(NC1CCCCC1)c1cc([N+](=O)[O-])ccc1N1CCOCC1	2.4	16.9	8.6	-4.8	1.9	0.3	-2.6	5.1	1.8	-2.1	-4.9
c1ccn2c(CNc3ncnc4sccc34)nnc2c1	-3.0	-10.1	-5.4	-4.2	2.1	0.3	-15.0	0.6	2.1	-3.9	8.7
CCOC(=O)N1CCC(NC(=O)C2CCN(c3nc(-c4ccc(OC)cc4)no3)CC2)CC1	-2.7	21.3	0.5	-4.0	-3.1	-0.9	4.0	-1.4	-4.4	17.4	4.0
N=C1C(c2nc3ccccc3s2)=C(O)CN1Cc1ccco1	0.2	-92.9	-235.2	-12.2	0.2	-0.6	-51.1	-3.1	-3.0	-84.8	-263.4
N#Cc1ccc(N2C(=O)[C@@H]3C(C(=O)c4cnccn4)=NN[C@@H]3C2=O)cc1	7.1	-2.8	-0.3	-20.4	3.2	1.9	-24.1	-0.4	-0.4	·	20.6
CC(Sc1nnc(C2CC2)n1C1CC1)C(=O)Nc1ccccc1C#N (stereo not drawn)	2.2	6.3	8.2	-3.1	6.4	7.9	-15.0	-0.4	-0.7	2.8	6.7
Cc1ccc(/C=N/NC(=O)C(C)Oc2ccccc2[N+](=O)[O-])s1 (stereo not drawn)	-6.7	-27.0	-57.7	-4.7	2.1	-5.9	-3.7	1.6	0.1	0.9	-51.8
CCCCCCCCC(=O)N/N=C/c1ccccn1	1.0	13.1	11.1	-7.7	20.0	-3.0	-4.5	1.5	-0.1	10.7	14.1
COc1ccc(-c2noc(CN(C)Cc3ccccc3)n2)cc1	17.0	-13.7	-56.5	-4.9	-2.7	-2.1	-28.7	0.1	-1.2	-20.7	-95.0
CCC(C)Nc1nc2c(c(=O)[nH]c(=O)n2C)n1CCOc1ccccc1 (stereo not drawn)	0.9	4.5	20.3	-3.4	-1.8	-2.1	8.4	-0.5	-3.3	-5.8	17.6
O=C(NCCSc1ccccc1)c1ccccc1Cl	0.9	-102.8	-279.5	-5.1	5.1	-1.8	-74.7	0.2	1.1	-61.5	-205.2
COc1cccc(NC(=O)c2nnn(CCc3ccccc3)c2N)c1	·	-64.6	-170.4	2.7	-8.8	0.2	-82.2	-0.9	-2.6	-44.6	-277.0
CCOc1ccc(C(=O)Cn2cnc3ccccc3c2=O)cc1	-5.6	-62.1	-195.1	-2.8	2.8	-12.1	-89.1	0.3	6.2	-65.5	-188.5
COc1ccc(C(CC(=O)N2CCCC(C)C2)c2c(O)cc(OC)cc2OC)cc1 (stereo not drawn)	-4.8	-11.2	-4.8	-7.1	0.8	-2.3	-1.9	-2.4	0.4	3.5	3.9
CS(=O)(=O)N(CCc1ccccc1)CC(=O)N1CCCC1	-0.7	-57.2	1.5	-5.3	-2.0	0.3	-12.0	0.1	-2.6	-20.2	14.7
CN(C(=O)COC(=O)c1ccccc1Cc1ccccc1)c1c(N)n(Cc2ccccc2)c(=O)[nH]c1=O	2.8	-0.1	10.2	-6.2	0.7	2.8	20.6	-0.4	-0.3	1.8	3.0
Nc1cccc(C(=O)OCC(=O)c2ccccc2)c1	8.7	-29.4	-181.3	-1.9	-9.1	3.8	-59.9	4.0	1.0	-50.8	-117.3
COc1ccc(-n2nnnc2/C=C\Nc2ccc(C)cc2)cc1	13.8	-2.1	-16.9	-4.5	-0.9	4.1	-1.6	-0.5	0.1	9.9	-26.6
Clc1cccc(Nc2ncnc3c2cnn3-c2ccccc2)c1	-5.6	-9.2	-208.8	-5.3	-32.3	-5.5	-101.6	-0.4	-1.7	-29.3	-203.5
COc1ccc(S(=O)(=O)NCC2CCCN(C(=O)c3occc3C)C2)cc1 (stereo not drawn)	0.5	-4.6	10.5	8.2	5.0	-2.5	-15.4	-1.1	-0.9	0.4	8.8
